Arrestin-AP2 inh: inhibitors of human beta-arrestin and AP2 interaction; FITC-arrestin peptide / GST-AP2 beads, flow cytometry; AP2 beta2 appendage carries R879A mutation; inhibition, % at 10 µM; 340,000 tested, 0.31% active; AID 504490;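 active = inhibition above a set limit, near 3 SD of compounds lacking own fluorescence, cut at about 54% in these data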;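 also: plate controls were DMSO wells for no effect and 5 µM unlabelled arrestin peptide for full effect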
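System: GST-tagged AP2 beta2-adaptin appendage (R879A) on 4 µm glutathione beads / Reagent: FITC-arrestin peptide, 50 nM / Detection: HyperCyt-sampled flow cytometry, FL1 channel, ex 488/em 535 nm / Timing: 12 min plus 1 h, RT / Buffer or medium: PBS plus Tween 20 (0.05%) and BSA (0.1%)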
DSG3 Ab inh: inhibitors of pemphigus antibody binding to human desmoglein-3. P32926. DSG3-coupled beads, scFv-anti-DSG3-GFP binding, flow cytometry; active compounds read low. binding (percent of control), % at 10 µM. 310,000 tested, 0.48% active;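 active = binding more than 3 SD below its plate's average and above zero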;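 also: hits lower antibody fragment binding to DSG3; some compounds called inactive have numbers as strong as hits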
Target sequence (P32926 whole entry, looked up, the tested form may be a part): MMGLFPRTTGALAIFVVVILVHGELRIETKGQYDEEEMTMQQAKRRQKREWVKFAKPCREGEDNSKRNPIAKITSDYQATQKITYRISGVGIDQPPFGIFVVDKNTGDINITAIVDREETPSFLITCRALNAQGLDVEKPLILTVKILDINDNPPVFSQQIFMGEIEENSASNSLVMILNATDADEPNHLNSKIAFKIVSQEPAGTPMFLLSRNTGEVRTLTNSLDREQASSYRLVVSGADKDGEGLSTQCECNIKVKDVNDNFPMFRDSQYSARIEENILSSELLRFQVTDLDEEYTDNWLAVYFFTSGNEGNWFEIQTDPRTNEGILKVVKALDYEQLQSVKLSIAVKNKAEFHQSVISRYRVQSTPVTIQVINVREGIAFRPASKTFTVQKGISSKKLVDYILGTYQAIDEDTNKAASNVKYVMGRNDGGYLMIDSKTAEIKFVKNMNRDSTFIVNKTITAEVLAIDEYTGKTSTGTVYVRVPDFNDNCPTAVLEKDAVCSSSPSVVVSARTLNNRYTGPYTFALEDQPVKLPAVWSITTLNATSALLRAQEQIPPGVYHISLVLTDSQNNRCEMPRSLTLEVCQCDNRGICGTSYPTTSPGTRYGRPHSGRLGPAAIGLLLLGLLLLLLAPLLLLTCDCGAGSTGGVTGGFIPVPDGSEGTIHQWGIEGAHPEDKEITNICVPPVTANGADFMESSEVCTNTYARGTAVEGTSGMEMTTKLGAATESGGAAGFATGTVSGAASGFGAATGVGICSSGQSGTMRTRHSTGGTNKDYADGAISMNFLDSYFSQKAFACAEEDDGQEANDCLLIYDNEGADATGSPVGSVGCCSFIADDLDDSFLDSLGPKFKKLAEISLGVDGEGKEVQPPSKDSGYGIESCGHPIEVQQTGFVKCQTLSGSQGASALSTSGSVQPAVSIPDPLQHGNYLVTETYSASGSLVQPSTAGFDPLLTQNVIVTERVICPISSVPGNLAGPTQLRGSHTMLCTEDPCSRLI
PKA-R1A activ: activators of PKA-R1A complex | activation, % at 11.4 µM | 340,000 tested, 0.083% active | PKA-R1A dissociation, Cy5-IP20 fluorescence polarization; scaled: DMSO 0%, 113 µM cGMP 100%;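 active = percent activation above the mean of all tested compounds plus 3 SD, cut at about 19% in these data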;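 also: higher means more PKAc released from R1A so a rise in polarization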
phage Ecoli inh: E. coli growth loss with phage present; 360,000 tested, 0.26% active; inhibition, % at 11.9 µM; growth absorbance; in the data active = inhibition above about 11%
Tat transport: E. coli Tat transport inhibition; E. coli MC4100 TorA-mCherry Tat export, fluorescence; inhibition, % at 10 µM; 340,000 tested, 0.036% active;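 active = mean replicate inhibition at least 50% and at least half of replicates individually reaching 50%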;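 also: exported cargo escapes ClpAP degradation while cytoplasmic cargo is degraded and loses fluorescence; 0% = median of neutral control wells and 100% = median of NaSCN control wells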
OPRM1-OPRD1 ag: OPRM1-OPRD1 heterodimerization agonism. cells, luminescence. activation, % at 9.3 µM. 340,000 tested, 0.3% active. AID 504326; in the data active = activation above about 18%;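 also: 0% = vehicle-treated cells and 100% = reference agonist; values of inactives mirror those of a sister screen read the other way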
E coli growth: reduces bacterial viability in AddAB counter-screen; inhibition, % at 11.9 µM; E. coli V3065 growth, OD600 absorbance, 18 h; 330,000 tested, 0.27% active;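 active = inhibition above the campaign's mean inhibition across all tested compounds plus 3 SD, cut at about 9.9% in these data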;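 also: uninfected addAB+ strain grown without phage in ampicillin broth; 0% = DMSO wells and 100% = ciprofloxacin 0.95 µg/ml wells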
SUMO Mot1 rescue: blocks SUMOylation pathway, rescuing yeast Mot1-301 growth. growth rescue, % at 18.8 µM. 320,000 tested, 1% active. S. cerevisiae Mot1-301 growth rescue, ATP luminescence, 38.5C; percent above DMSO median, 100 means doubled;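 active = every valid replicate shows activation above 250% relative to neutral control wells; inactive = the rest, any valid replicate at or below 250%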;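 also: OY570 slx delta 5 strain wells were the positive control but not used for scaling; some compounds called inactive have numbers as strong as hits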
AddAB inh: less growth of phage-infected E. coli with AddAB | 330,000 tested, 0.29% active | AID 435030 | E. coli expressing H. pylori AddAB, absorbance growth | inhibition, % at 11.9 µM; in the data active = inhibition above about 12%;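 also: 0% = vehicle wells of infected cells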
PfHsp90 yeast 2: growth inhibition of yeast expressing Plasmodium Hsp90 | 310,000 tested, 0.32% active | S. cerevisiae expressing PfHsp90, BacTiter-Glo ATP, 48 h; yeast lacking PDR1 and PDR3 efflux regulators | inhibition, % at 9.4 µM | AID 504621;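 active = every replicate shows inhibition above about 80%, whatever the replicate mean, limit read from the data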;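 also: 0% = DMSO neutral controls and 100% = 20 µM radicicol positive controls; yeast relying on Plasmodium falciparum Hsp90 in place of its own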
OPRM1-OPRD1 inv: inverse agonists of human mu-delta opioid receptor heterodimerization; P35372+P41143; cell-based MOR-DOR heterodimer luminescence, inverse agonism; inhibition, % at 9.3 µM; 340,000 tested, 0.21% active; AID 504357; in the data active = inhibition above about 22%, passing the limit was not always enough;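 also: 0% = cells with DMSO and 100% = wells without cells with DMSO; values of inactives mirror those of a sister screen read the other way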
Starred values were filed as active, the others as inactive; i = inactive; x = no result given.

SMILES	Arrestin-AP2 inh	DSG3 Ab inh	PKA-R1A activ	phage Ecoli inh	Tat transport	OPRM1-OPRD1 ag	E coli growth	SUMO Mot1 rescue	AddAB inh	PfHsp90 yeast 2	OPRM1-OPRD1 inv
N#CCCN(Cc1cccnc1)S(=O)(=O)c1ccc2ccccc2c1	-15	x	4	4.7	3	-3.9	0.3	47	0.6	15	15
CCOC(=O)N1C=CC(C)=C[C@@H]2[C@@H](N3C(=O)c4ccccc4C3=O)C(=O)N21	6	99	-4	2.8	-6	0.0	1.8	11	-0.9	13	0
Cc1cccc(-n2ccnc2SCC(=O)Nc2cccc(S(=O)(=O)NC3=NCCC3)c2)c1C	-4	110	-4	5.0	0	-1.9	x	x	x	11	10
Cc1cccc(NCc2nc(SCC(=O)Nc3ccccc3)n[nH]2)c1	10	104	-15	-0.8	4	-2.3	-2.4	5	1.0	3	13
COc1ccc(N2C(=O)CC(C3CCCO3)C2=O)cc1 (centres undefined)	-8	115	6	1.2	-4	-0.1	0.0	-12	0.1	x	0
O=C1NC(=S)N/C1=C\c1cccnc1	-2	103	1	0.9	2	-1.5	1.3	-2	2.1	13	8
Cc1cccc(NC(=O)C2CCN(c3nc(C)cc(C)n3)CC2)c1	29	x	-15	1.4	-10	-2.2	1.4	-2	-0.2	11	11
O=C(NNc1c(Cl)cccc1Cl)c1ccno1	-15	x	-10	1.9	-9	-4.1	-1.2	10	1.1	22	20
Cc1nnc(SCC(=O)NC2CCCCC2)n1N	47	90	14	-1.5	-4	-2.4	-0.7	x	-1.1	x	12
Cc1c(Cl)cccc1NC(=O)CN1CCN(CCN=CC2=C(O)CC(c3ccccc3)CC2=O)CC1 (centres undefined)	4	108	-11	3.7	-8	-1.7	-0.6	-19	3.8	2	9
COc1ccc(S(=O)(=O)N2CCCCC2)cc1C(=O)N1CCCC1	7	x	-8	0.1	2	-1.6	x	33	x	x	9
CCCn1ncc(OC)c(Cl)c1=O	-2	99	3	1.1	-14	-2.1	-0.2	10	-1.0	x	11
CC(N)c1ccc(Cl)cc1Cl (centres undefined)	-5	129	3	1.5	-2	-2.3	0.4	-2	3.5	15	13
Cc1ccc(N=Cc2cc(Cc3ccccc3Cl)cc([N+](=O)[O-])c2O)c(O)c1	14	103	13	x	-5	11	7.5	23	7.8	111*	-77
O=C(OCc1nnc(-c2ccccc2)o1)c1ccc(-n2cnnn2)cc1	14	97	10	2.4	0	-0.4	2.0	202	1.4	x	2
CN(C)C(=O)c1nc2ccc(Cl)cn2c1CN1CCCC(OCc2ccccc2)C1 (centres undefined)	-3	104	-9	1.7	-3	-2.4	-1.8	-7	-2.0	7	14
CCN(C(=O)CSc1nnc(Nc2cccc(C)c2C)s1)C1CCS(=O)(=O)C1 (centres undefined)	-2	105	-7	2.4	2	-1.6	1.2	-24	3.6	16	8
Nc1c2c(nc3ccc(Br)cc13)N(Cc1ccccc1)CC2	6	86	-6	4.2	2	-0.1	2.0	-13	-0.4	-17	0
Cc1cccc(C(=O)Nc2cccc(NC(=O)c3ccccc3)c2)c1	-3	108	-3	2.9	-5	-1.9	-0.8	16	0.8	-1	9
COc1cccc(CNc2nnnn2C)c1OC	10	118	-5	2.5	-2	0.0	0.3	4	4.5	36	0
Cc1ccc(NC(=O)/C(C#N)=C/c2cc(C)n(-c3ccc(N4CCOCC4)c([N+](=O)[O-])c3)c2C)c(C)c1	4	95	-7	2.7	4	1.8	-1.6	-15	1.2	18	-10
O=C(COC(=O)c1cccs1)Nc1ccc(F)c(F)c1	1	103	14	1.5	3	-1.8	-1.9	-16	-0.5	-22	7
COc1ccc(CN(CC2CCC(C(=O)O)CC2)C(=S)Nc2ccc(C)c(Cl)c2)cc1 (centres undefined)	34	100	-8	2.2	-24	-1.4	2.5	x	0.5	-10	7
CCn1cc(C(=O)NC(C)C23CC4CC(CC(C4)C2)C3)cn1 (centres undefined)	8	112	3	3.8	0	-1.7	-2.9	33	-1.1	7	9
COc1ccc(NC(=O)c2cc3nc(-c4ccccc4)cc(-c4ccccc4)n3n2)c(OC)c1	5	92	7	1.6	-1	-0.5	-0.7	36	5.5	-18	3
COC(=O)[C@]1(Cc2ccccc2)N[C@H](CN(C)C(=O)NC(C)C)[C@@H]2C(=O)N(Cc3ccccc3)C(=O)[C@@H]21	9	110	2	3.9	1	0.0	0.0	18	3.0	0	0
O=C(Cn1nnc(-c2cc(Cl)ccc2-n2cnnn2)n1)N1CCCc2ccccc21	8	102	9	3.7	0	-1.6	0.3	i	-1.8	-6	9
COc1ccc(S(=O)(=O)NC2CC2)cc1Br	4	119	-5	-0.8	7	-0.9	-1.4	-16	1.5	11	4
O=C(CSc1nc2ccccc2c(=O)n1CCCN1CCOCC1)NC12CC3CC(CC(C3)C1)C2	-14	105	0	-0.6	6	0.8	-2.1	-4	-0.3	-31	-4
Cc1ccc(C)c(S(=O)(=O)N2CCCCC2CCNC(=O)C(=O)NCCc2ccco2)c1 (centres undefined)	-22	106	-11	4.8	1	-0.9	0.1	7	-1.7	22	5
O=C(CSc1ccc2nnc(-c3cccnc3)n2n1)Nc1ccccc1C(F)(F)F	8	101	1	1.3	-1	-3.0	-2.0	298*	1.6	13	17
C=CCn1c(C)cc(C(=O)COC(=O)CNC(=O)c2ccccc2)c1C	-3	72*	-4	3.6	-1	-3.1	0.9	5	4.9	-13	19
CCCNC(=O)C1CCN(S(=O)(=O)c2ccc3c(c2)OCCO3)CC1	1	99	-2	-1.6	0	-3.5	2.4	-25	3.8	0	17
O=c1[nH]c(C2CCN(S(=O)(=O)c3ccc([N+](=O)[O-])cc3)CC2)nc2c1nnn2Cc1ccccc1	4	100	-3	0.2	2	4.4	-1.2	-7	2.4	-6	-36
CC1(C)CC(=O)C2=C(C1)N=C1SCCC(=O)N1C2c1ccccc1 (centres undefined)	-7	104	-11	3.1	-3	0.1	1.9	51	0.4	11	-1
O=C(NCc1ccncc1)C1CCN(S(=O)(=O)c2ccc(F)cc2)CC1	3	108	3	0.3	-4	-2.6	-0.8	-6	4.4	-4	14
CN(C)N=Nc1nc2c(c(=O)n(C)c(=O)n2C)n1CC1CO1 (centres undefined)	-2	101	x	0.2	x	x	-0.6	4	-1.3	x	x
CCOC(=O)c1[nH]c2ccc(OC)cc2c1NC(=S)N1CCN(C(=O)OCC)CC1	7	101	1	1.9	-2	-1.8	0.3	6	2.6	5	9
O=C(NCCN1CCOCC1)C1CCC(CNS(=O)(=O)c2ccccc2)CC1 (centres undefined)	5	114	2	0.9	2	-1.3	2.2	x	0.5	-7	7
CC(Sc1ccccc1)C(=O)NCC1COc2ccccc2O1 (centres undefined)	20	102	-6	1.0	-3	-0.7	0.5	4	2.0	16	4

Four of the compounds above, with two lines to a compound.
Order of results: Arrestin-AP2 inh	DSG3 Ab inh	PKA-R1A activ	phage Ecoli inh	Tat transport	OPRM1-OPRD1 ag	E coli growth	SUMO Mot1 rescue	AddAB inh	PfHsp90 yeast 2	OPRM1-OPRD1 inv
O=C(CSc1ccc2nnc(-c3cccnc3)n2n1)Nc1ccccc1C(F)(F)F
 : 8	101	1	1.3	-1	-3.0	-2.0	298*	1.6	13	17
C=CCn1c(C)cc(C(=O)COC(=O)CNC(=O)c2ccccc2)c1C
 : -3	72*	-4	3.6	-1	-3.1	0.9	5	4.9	-13	19
CCOC(=O)c1[nH]c2ccc(OC)cc2c1NC(=S)N1CCN(C(=O)OCC)CC1
 : 7	101	1	1.9	-2	-1.8	0.3	6	2.6	5	9
O=c1[nH]c(C2CCN(S(=O)(=O)c3ccc([N+](=O)[O-])cc3)CC2)nc2c1nnn2Cc1ccccc1
 : 4	100	-3	0.2	2	4.4	-1.2	-7	2.4	-6	-36

Carrying on:
SMILES	Arrestin-AP2 inh	DSG3 Ab inh	PKA-R1A activ	phage Ecoli inh	Tat transport	OPRM1-OPRD1 ag	E coli growth	SUMO Mot1 rescue	AddAB inh	PfHsp90 yeast 2	OPRM1-OPRD1 inv
CC(=O)Nc1cccc(-c2cn3ccc(C)cc3n2)c1	3	102	6	5.5	3	-0.2	3.2	3	8.3	-37	1
O=C(Nc1nnc(-c2ccc(Br)cc2)o1)c1cccc(N2C(=O)CCC2=O)c1	-6	102	-13	-3.0	0	-2.8	-3.9	566	-5.3	x	15
CN(C)C(CNC(=S)Nc1ccc(Cl)cc1)c1cccnc1 (centres undefined)	3	87	-6	4.7	8	264*	0.4	-6	0.7	4	i
O=C(NC1CCCC1)C(NS(=O)(=O)c1ccc(Br)s1)c1ccccc1 (centres undefined)	33	102	-13	2.7	7	-0.7	1.2	0	3.5	-13	4
COC(=O)C1=C(C)Nc2c(c(=O)n(C)c(=O)n2C)C1c1cccs1 (centres undefined)	5	108	-1	0.9	0	-2.1	2.6	101	4.5	-22	12
O=C(CCNC(=O)N1CC(=O)Nc2ccccc21)Nc1ccc(Cl)cc1	-1	100	-3	0.2	-12	-2.0	-0.6	-5	1.7	8	11
CC1(C(=O)Nc2cccc(-n3cnnn3)c2)Cc2ccccc2C(=O)O1 (centres undefined)	15	92	-7	-0.1	12	-0.1	0.1	408*	-1.1	-3	0
C=CCNC(=S)NCc1ccc(CNC(=S)NCC=C)cc1	15	114	-16	1.7	13	-3.5	0.2	151	1.4	x	17
CCC(C)(C)n1nnnc1CN1CCN(C(c2ccccc2)c2ccccc2)CC1	-5	101	-3	0.5	13	1.8	-2.0	-10	-0.2	-19	-10
Cc1ccc2occ(/C=N/NC(=O)c3ccccc3C)c(=O)c2c1	11	x	2	1.3	-4	-0.5	2.3	-11	1.5	0	2
O=C(O)c1ccc2c3c(cccc13)C(=O)N(c1ccccc1)C2=O	38	16*	-3	5.2	-7	0.8	-4.6	-13	0.9	-20	-4
CCN(C(=O)COC(=O)CCOc1ccccc1)c1c(N)n(Cc2ccccc2)c(=O)[nH]c1=O	-4	x	0	1.0	-1	-2.9	-1.1	-11	1.4	6	11
Cc1cc(OCC(=O)Nc2ccc(OCc3ccccc3)cc2)nc(C(C)C)n1	18	101	-4	1.9	-1	-1.0	-1.5	-9	2.4	x	6
CCOC(=O)C1(C)/C(=N/Nc2cccc(Cl)c2)C(=O)C(=O)N1c1ccccc1 (centres undefined)	2	106	-1	3.2	-8	-1.8	1.7	20	2.7	0	10
COc1ccc(CCNC(=O)C(=O)NCC2CCCN2S(=O)(=O)c2ccc(OC)cc2)cc1 (centres undefined)	-19	95	0	2.7	4	-1.6	-0.1	-13	-0.4	x	8
O=P(c1ccccc1)(c1ccccc1)c1nc(-c2ccccc2)oc1N1CCOCC1	30	114	-12	1.5	-4	-2.8	4.0	-5	-0.6	-9	14
CNC(=O)N(O)C1N(C)C(=O)N(Cc2ccccc2)C1(C)C (centres undefined)	6	100	9	2.7	1	0.1	0.1	-6	1.5	x	0
COc1cccc(NC(=O)Cn2c3ccccc3c3nc4n(c(=O)c32)CCCS4)c1	-8	103	0	2.4	4	-1.8	-2.5	-15	1.9	-2	9

Screening results from PubChem BioAssay.
